HKDC1 inh: HKDC1 hexokinase inhibitors, primary screen, biochemical, fluorescence, uHTS. Q2TB90. recombinant HKDC1, G6PDH/diaphorase resazurin coupled fluorescence. inhibition, % at 20 µM. 0.16% of 340,000 active. AID 493160, 2011;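 active = inhibition above about 35% when tested at 20 µM, limit read from the data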;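 also: plate controls were DMSO wells with enzyme for no effect and DMSO wells lacking enzyme for full effect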
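test system = in-house recombinant HK5 (HKDC1) enzyme | amount = HKDC1 at 5 µg/mL | control set = DMSO-enzyme wells negative, buffer-substituted wells positive | compound = one dose of 20 µM, 1% DMSO | schedule = reaction time 90 min, room temperature, protected from light | technique = resorufin fluorescence at 613 nm | reagent = glucose with 1 mM ATP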
SENP1 FRET inh: human SENP1 catalytic domain inhibitors, primary screen, biochemical, FRET, uHTS. inhibition, % at 10 µM. 0.21% of 360,000 active. AID 624204, 2012. Sentrin-specific protease 1 (Homo sapiens), Q9P0U3. recombinant SENP1 catalytic domain, CyPet-SUMO1-YPet FRET cleavage;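 active = inhibition at least 30% at 10 µM, raw YFP signal under a set limit, fluorescence ratio 0.5 to 1.5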;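 also: 0% = enzyme with DMSO and 100% = no enzyme wells; some results filed as inactive read as strong as hits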
Target sequence (Q9P0U3 419-644 limits assumed): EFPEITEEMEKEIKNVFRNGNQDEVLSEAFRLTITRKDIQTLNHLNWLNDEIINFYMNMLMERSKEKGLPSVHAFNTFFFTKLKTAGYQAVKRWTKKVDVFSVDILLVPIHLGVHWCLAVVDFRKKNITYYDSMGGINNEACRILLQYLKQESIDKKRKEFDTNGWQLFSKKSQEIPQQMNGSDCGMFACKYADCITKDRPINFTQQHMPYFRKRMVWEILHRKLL
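material = recombinant human SENP1 catalytic domain, His6-tagged | quantity = 20 pM enzyme | reagent = 25 nM SUMO1 FRET substrate | compound dosing = 10 µM single point, 0.5% DMSO | timing = 50 min enzyme reaction, room temperature, light-protected | detection = FRET, CFP and YFP emission | control set = no-enzyme low, enzyme-DMSO high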
SENP7 inh: SENP7 protease inhibitors, primary screen, biochemical, luminescence, uHTS | Sentrin-specific protease 7 (Homo sapiens), Q9BQF6 | recombinant SENP7, Z-RLRGG-aminoluciferin luminescence, 40 min | inhibition, % at 5 µM | 1.5% of 330,000 active;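 active = inhibition above about 50% at the single test dose, limit read from the data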;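 also: plate controls were DMSO with enzyme for no effect and no enzyme buffer wells for full effect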
Target sequence (Q9BQF6 706-1050 limits assumed): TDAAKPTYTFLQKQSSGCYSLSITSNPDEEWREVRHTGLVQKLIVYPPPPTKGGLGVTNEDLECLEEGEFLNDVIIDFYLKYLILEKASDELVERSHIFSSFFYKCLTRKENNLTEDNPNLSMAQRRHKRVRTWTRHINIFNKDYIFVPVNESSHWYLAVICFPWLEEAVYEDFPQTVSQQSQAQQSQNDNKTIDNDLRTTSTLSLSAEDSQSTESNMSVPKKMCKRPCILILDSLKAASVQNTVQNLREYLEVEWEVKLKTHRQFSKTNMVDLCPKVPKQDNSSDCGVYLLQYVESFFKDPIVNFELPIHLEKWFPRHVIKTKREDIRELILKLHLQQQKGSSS
Apaf1 inhib: inhibitors of human Apaf-1 apoptosome, primary screen, biochemical, DEVD-Rh110 fluorescence, uHTS | Apoptotic protease-activating factor 1 (Homo sapiens), O14727 | reconstituted apoptosome caspase-3 activity | inhibition, % at 20 µM | 0.71% of 330,000 active; active = inhibition of at least 40% at 20 µM;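 also: plate controls were DMSO wells for no effect and DEVD-CHO caspase inhibitor wells for full effect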
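Material: reconstituted apoptosome with Apaf-1, cytochrome c, caspase-9, procaspase-3, dATP. Technique: Rh110 fluorescence intensity. Buffer or medium: pH 7.5 Hepes buffer with CHAPS, BSA, DTT. Times: 30 min plus 50 min, RT.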
SENP6 block: SENP6 protease inhibitors, primary screen, biochemical, luminescence, uHTS; Sentrin-specific protease 6 (Homo sapiens), Q9GZR1; Recombinant SENP6 catalytic domain, aminoluciferin luminescence; inhibition, % at 10 µM; 1.8% of 330,000 active;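 active = inhibition above about 50% at the single tested dose, limit read from the data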;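 also: plate controls were DMSO wells with enzyme for no effect and DMSO wells lacking enzyme for full effect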
PfGluPho inh: PfG6PD enzyme inhibitors, primary screen, biochemical, fluorescence intensity, uHTS; 0.78% of 350,000 active; inhibition, % at 20 µM; glucose-6-phosphate dehydrogenase-6-phosphogluconolactonase (Plasmodium falciparum 3D7); PfGluPho enzyme, NADPH resazurin-diaphorase fluorescence;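 active = inhibition reaching at least a set limit at 20 µM in the primary screen, cut at about 59% in these data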;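 also: 0% = DMSO wells with substrate and 100% = DMSO wells lacking glucose-6-phosphate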
SENP8 block-1: human SENP8 protease inhibitors, primary screen, biochemical, fluorescence, Nedd8 protein substrate, uHTS. inhibition, % at 20 µM. AID 602440, 2012. 0.64% of 360,000 active. recombinant SENP8; in the data active = inhibition mostly above about 40%, no sharp cut-off; inactive = mostly below about 27%
Target sequence (Q96LD8 whole entry, looked up): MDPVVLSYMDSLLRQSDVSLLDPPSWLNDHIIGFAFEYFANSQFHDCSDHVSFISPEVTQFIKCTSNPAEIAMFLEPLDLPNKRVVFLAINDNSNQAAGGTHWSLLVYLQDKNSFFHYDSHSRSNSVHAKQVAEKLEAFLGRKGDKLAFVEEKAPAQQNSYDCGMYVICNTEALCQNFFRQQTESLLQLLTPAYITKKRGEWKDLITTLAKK
SENP8 block-2: SENP8 protease inhibitors, primary screen, biochemical, luminescence | Sentrin-specific protease 8 (Homo sapiens), Q96LD8 | purified SENP8, Z-RLRGG-aminoluciferin cleavage | inhibition, % at 10 µM | 1.2% of 330,000 active | AID 2540, 2010; in the data active = inhibition above about 50%
* marks the source's active call; other numbers are inactive results; nt = no result given.

mol	HKDC1 inh	SENP1 FRET inh	SENP7 inh	Apaf1 inhib	SENP6 block	PfGluPho inh	SENP8 block-1	SENP8 block-2
COc1ccc(C(=O)Nc2cccc(NC(=O)c3ccc(OC)cc3OC)n2)c(OC)c1	2	-2	1	-4	-18	7	-42	-3
COc1ccccc1OCCC(=O)OCC(=O)c1[nH]c(C)c(C(C)=O)c1C	3	3	-1	-26	-27	1	15	2
COc1ccc(C(=O)Nc2ccccc2-c2nnn(CC(=O)NCc3ccco3)n2)cc1	-3	-1	0	8	0	0	9	10
COc1cc(C=NNC(=O)c2ccc(NS(=O)(=O)c3cccs3)cc2)cc(Br)c1O	4	-4	3	-6	9	0	-268	5
CC(=O)Nc1ccc(NC(=O)C(C)OC(=O)c2ccc(N(C)C)cc2)cc1 (stereo unspecified)	-5	2	1	2	-4	-5	-8	-3
CCCc1nc(SCc2ccccn2)c2c(=O)n(C)c(=O)n(C)c2n1	-4	1	-12	12	17	10	11	8
COc1ccc(CCN2CCCC(CN(C)Cc3cc(Cl)c(O)c(OC)c3)C2)cc1 (stereo unspecified)	0	-4	2	-5	-8	10	30	3
CC(=O)c1ccc(NC(=S)NCCc2ccc(S(N)(=O)=O)cc2)cc1	0	-3	-8	-5	7	-15	2	-1
CCCCn1nc(C(=O)N(CCOC)c2c(N)n(CCCC)c(=O)[nH]c2=O)c2ccccc2c1=O	-1	-1	2	-1	-4	-2	0	4
CCCN(CC(=O)Nc1ccc(Cl)cc1Cl)C(=O)c1ccc(=O)[nH]c1	-3	0	3	19	3	-11	8	-3
Cc1ccc(-c2csc(NCCn3c(C)nc4cc(C(F)(F)F)ccc43)n2)cc1	2	-1	6	10	-11	25	13	0
COc1ccc(CN(C)Cc2nc3scc(-c4ccccc4)c3c(=O)[nH]2)cc1OC	-6	-8	1	8	-2	-10	11	-7
C[C@@]12C(=O)NCC(=O)N1[C@@H]1c3cc(Br)ccc3OC[C@@H]1[C@@H]2c1ccccc1	-3	1	0	7	-2	4	-1	-3
Cn1c(CC(=O)Nc2ccccc2)n[nH]c1=S	-6	0	-7	-12	-11	6	11	-9
CC1CCc2sc(C(=O)N(C)CC(=O)Nc3ccc(N4CCOCC4)cc3)cc2C1 (stereo unspecified)	-1	-6	-8	14	-2	12	-6	-4
C#CCSc1nnc(CSc2nc3ccccc3s2)n1-c1ccccc1	7	1	0	11	-3	-5	12	0
CC1Oc2ccccc2OC1C(=O)Nc1ccccn1 (stereo unspecified)	-2	3	12	1	-21	-8	12	-4
CCn1ncc(S(=O)(=O)Nc2cccnc2)c1C	-6	0	-1	-5	-17	-20	4	3
Cc1cc(C)n(-c2ncc(C#N)cn2)n1	-8	1	5	0	-5	-6	-4	2
Cc1ccc(Cl)cc1NC(=O)C1CCCN(S(=O)(=O)c2c(C)noc2C)C1 (stereo unspecified)	-7	1	5	-2	3	-8	12	7
COCC(C)NC(=O)CSc1nnc(-c2cccc(S(=O)(=O)N3CCCCC3)c2)o1 (stereo unspecified)	-5	2	0	-6	6	-17	-4	-3
c1ccc(N=Nc2ccc3cccccc2-3)cc1	1	4	68*	14	54*	27	24	45
N#CCCN(C(=O)CN1c2cccc3cccc(c23)S1(=O)=O)c1ccccc1	5	-5	-2	-5	9	8	-490	4
COc1ccc(CCN2CC(C(=O)NCCCn3nc(C)cc3C)CCC2=O)cc1 (stereo unspecified)	-2	-1	-8	-8	-23	-17	8	-10
COC(=O)c1cccc(NC(=O)CSc2ncn[nH]2)c1	-4	-1	4	-5	5	-9	10	4
CCc1ccc(CN2CCC(Oc3ccc(C(=O)NCc4ccccn4)cc3)CC2)o1	0	-4	0	5	3	-8	7	-9
Cc1ccc(NC(=O)CCNS(=O)(=O)c2ccc3c(c2)c(=O)n(C)c(=O)n3C)cc1C	9	1	1	-10	7	-14	8	-3
c1ccc(CSc2nnnn2-c2ccccc2)cc1	-7	0	-1	9	2	16	8	-2
O=C(Cn1cnc2ccccc2c1=O)NCCC(=O)N1CCN(Cc2ccccc2)CC1	10	2	-6	-2	7	3	11	6
CCOc1ccc(CNC(=O)CCC(=O)n2nc(C)c3ccccc32)cc1	-7	2	15	2	7	2	8	-9
CCOc1ccc(N2CC(C(=O)Nc3ccc(S(=O)(=O)Nc4ncccn4)cc3)CC2=O)cc1 (stereo unspecified)	-7	4	3	2	-1	-31	30	-1
CC(C)Oc1cccc(OCCN2C(=O)c3ccccc3C2=O)c1	-4	1	-13	7	-15	6	12	-14
Cc1nc2ccccn2c1P(=O)(N1CCCCC1)N1CCCCC1	-12	-1	12	-19	-10	0	5	-6
COC(=O)c1nn(-c2ccccc2)c(Cl)c1/C=N/OCc1ccc(Cl)cc1Cl	3	3	-7	-1	7	-1	18	-3
COc1ccc(C(=O)C2CCCN(S(=O)(=O)c3cccc(C)c3)C2)c(C)c1 (stereo unspecified)	-6	1	-1	21	-8	11	12	-14
COc1nc(N2CCCC2)nc(-n2nnc(C(C)=O)c2C)n1	-4	3	4	-4	18	5	30	3
Cc1ccc(S(N)(=O)=O)cc1NC(=O)/C=C/c1cccs1	-7	-2	3	3	10	11	14	5
O=C(N/N=C/c1cccc(OCc2ccccc2)c1)c1ccc(Br)o1	4	-1	-11	-2	-8	11	-1	-13
CCN1CCN(CCNC(=O)CCCCCn2c(=O)[nH]c3cc(C(=O)OC)ccc3c2=O)CC1	13	-5	1	-5	-2	-22	-161	1
CCCSc1nnc2[nH]c(=O)cc(N)n12	0	-1	15	-7	-15	5	23	-6
COc1ccc(CC(=O)Nc2cccc(-c3cn4ccccc4n3)c2)cc1	4	3	-13	13	-10	3	-358	-20
CN(C(=O)c1ccc(NC(=O)Cc2ccc(NC(=O)C3CCN(S(=O)(=O)c4cccc([N+](=O)[O-])c4)CC3)cc2)cc1)C1CCCC1	-1	5	nt	nt	nt	-3	6	nt
Cc1cccc(N2C(=O)SC(N(C)c3ccccc3)C2=O)c1 (stereo unspecified)	-6	1	-2	7	-13	-17	12	-5
COc1ccc(CN2CCN(C)CC2)cc1OCc1ccccc1	-7	2	1	-11	6	-9	11	7
COc1ccccc1N1CCN(C(=O)c2sc3ncn(CC(=O)N4CCC(C)CC4)c(=O)c3c2C)CC1	-6	2	-1	4	-2	-12	3	7
COC(=O)C1=C(CCc2ccccc2)NC(=O)NC1c1ccc(C#N)cc1 (stereo unspecified)	-4	0	-3	3	-7	8	-9	1
Cc1ccc(C2CC2c2n[nH]c(=S)n2-c2ccc(C)cc2)cc1 (stereo unspecified)	1	0	-12	14	-13	32	14	-14
COc1cc2c3nc4n(c(=O)c3n(CC(=O)NCC3CCCO3)c2cc1OC)CCS4 (stereo unspecified)	1	2	6	6	-2	-1	-292	0
Cc1cccc(C)c1N=C1C(=O)Nc2ccccc21	4	2	3	4	7	10	16	2
CCOC(=O)c1c(COC(=O)c2ccco2)nc2ccccc2[n+]1[O-]	-4	2	-3	8	-9	4	25	-1
O=C(O[C@H]1[C@H](Oc2ccccc2COC(=O)C2(O)C=CCCC2=O)O[C@H](CO)[C@@H](O)[C@@H]1O)c1ccccc1 (stereo partly specified)	nt	nt	-9	-2	-10	nt	nt	-1
CNC[C@H]1Oc2c(NS(=O)(=O)c3ccccc3)cccc2C(=O)N([C@H](C)CO)C[C@@H]1C	-4	1	-8	-3	-11	-5	4	-9
OCCN(Cc1cccnc1)Cc1ccccn1	-5	-3	nt	nt	nt	-14	-9	nt
COc1ccc(C2(O)CCN(Cc3nnnn3Cc3ccc(F)cc3)CC2)cc1	-5	5	-6	-3	-10	-20	-46	-9
Cc1occc(=O)c1OCc1ccc(Cl)cc1Cl	-6	0	0	-2	3	3	16	6
Cc1cc(C)c(C#N)c(SCC(=O)NN2CC(=O)N(c3ccccc3F)CC2=O)n1	0	1	-4	4	1	5	-10	-14
O=C(CNC(=O)c1ccc(Cl)cc1Cl)OCC(=O)c1ccc2c(c1)OCCO2	-2	1	7	13	-8	-15	22	-5
CCN(CC)S(=O)(=O)c1ccc(OC(C)C)c(N)c1	-13	2	3	-13	2	15	7	3
CCC1(C)Cc2c(sc3nnn(CC(=O)Nc4cccc5ccccc45)c(=O)c23)CO1 (stereo unspecified)	6	1	-1	6	-9	-10	3	-6
O=C(NCCc1ccccc1)C(c1ccc(F)cc1)N(C(=O)c1csnn1)C1CC1 (stereo unspecified)	-3	-2	8	6	-1	-6	3	-3
O=C(Cn1c(-c2ccccn2)nc2ccccc21)NCCN1CCOCC1	4	-6	-3	-10	16	-19	-36	-3

Single records, as listed above.
Listed for COC(=O)C1=C(CCc2ccccc2)NC(=O)NC1c1ccc(C#N)cc1 (stereo unspecified) → HKDC1 inh: -4; SENP1 FRET inh: 0; SENP7 inh: -3; Apaf1 inhib: 3; SENP6 block: -7; PfGluPho inh: 8; SENP8 block-1: -9; SENP8 block-2: 1
Listed for Cc1ccc(C2CC2c2n[nH]c(=S)n2-c2ccc(C)cc2)cc1 (stereo unspecified) → HKDC1 inh: 1; SENP1 FRET inh: 0; SENP7 inh: -12; Apaf1 inhib: 14; SENP6 block: -13; PfGluPho inh: 32; SENP8 block-1: 14; SENP8 block-2: -14
